From PubChem BioAssay
Mac1 fbg inh: CD11b/CD18-fibrinogen binding inhibition; 93,000 compounds, 0.54% hits; AID 1497; inhibition, % at 10 µM; K562 CD11b/CD18 adhesion to fibrinogen, ATPlite luminescence; Mn2+ added to activate the integrin; P05107+P11215;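 active means primary inhibition of 50% or more at 10 µM, then 40% or more on retest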; further: some results filed as inactive read as strong as hits
ERb coact inh: ER-beta (human) coactivator binding inhibition; inhibition, % at 25.6 µM; TR-FRET ER-beta LBD / SRC1-Cy5 peptide binding; receptor agonist-loaded with 1 µM estradiol; 86,000 compounds, 1.3% hits; AID 633; Q92731;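 active means compounds whose percent inhibition of the receptor-coactivator binding signal exceeds about 50% in the single-dose screen, limit read from the data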;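 further: 0% = receptor plus peptide wells without compound and 100% = peptide-only wells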
FAK blocker: inhibitors of human focal adhesion kinase. AID 727. Q05397. biochemical FAK kinase activity assay. inhibition, %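 (tested at 7 µM)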. 97,000 compounds, 0.84% hits; in the data active means inhibition above about 19%;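 further: 0% = DMSO and 100% = reference compound high control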
E coli WT exp: growth inhibitors of E. coli BW25113 wild type; OD600 absorbance; growth inhibition, % at 100 µM; 98,000 compounds, 0.15% hits; AID 710;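 active means growth inhibition above about 50% at one test dose, limit read from the data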;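 further: growth measured after 20 h incubation at 37 °C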
Mac1 fbg enh: CD11b/CD18-fibrinogen binding enhancement; P05107+P11215; K562 CD11b/CD18 adhesion to fibrinogen, ATPlite luminescence; activation, % at 10 µM; 93,000 compounds, 0.07% hits;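 active means 10 µM primary screen giving 50% or more activity, confirmed by 40% or more on retest at that dose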; further: strong numbers were not always called active; reference of the scale not given here
PLAP act: activators of human placental alkaline phosphatase. 96,000 compounds, 1.2% hits. P05187. activation fold at 20 µM. purified PLAP enzyme, luminescent substrate read-out; active compounds read high; in the data active means activation fold above about 2
MT1-MMP txn act: MT1-MMP promoter transcription activation; HT1080 MT1-MMP promoter luciferase reporter, luminescence, overnight; active compounds read high; activation factor at 10 µM; AID 750; 86,000 compounds, 0.16% hits;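 active means activation factor of at least 2 for MT1-MMP transcription at 10 µM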
ERa coact pot: enhances coactivator binding to human estrogen receptor alpha; TR-FRET ERalpha-LBD/SRC-Cy5 coactivator binding, 2 h; 100 = basal binding, no effect; 86,000 compounds, 1.3% hits; coactivator binding (% of control), % at 25.6 µM; in the data active means activity above about 200%;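 further: binding measured in presence of low estradiol as agonist stimulus; 0% = peptide alone without receptor and 100% = receptor with peptide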
Target sequence (P03372 whole entry, looked up, the tested form may be a part): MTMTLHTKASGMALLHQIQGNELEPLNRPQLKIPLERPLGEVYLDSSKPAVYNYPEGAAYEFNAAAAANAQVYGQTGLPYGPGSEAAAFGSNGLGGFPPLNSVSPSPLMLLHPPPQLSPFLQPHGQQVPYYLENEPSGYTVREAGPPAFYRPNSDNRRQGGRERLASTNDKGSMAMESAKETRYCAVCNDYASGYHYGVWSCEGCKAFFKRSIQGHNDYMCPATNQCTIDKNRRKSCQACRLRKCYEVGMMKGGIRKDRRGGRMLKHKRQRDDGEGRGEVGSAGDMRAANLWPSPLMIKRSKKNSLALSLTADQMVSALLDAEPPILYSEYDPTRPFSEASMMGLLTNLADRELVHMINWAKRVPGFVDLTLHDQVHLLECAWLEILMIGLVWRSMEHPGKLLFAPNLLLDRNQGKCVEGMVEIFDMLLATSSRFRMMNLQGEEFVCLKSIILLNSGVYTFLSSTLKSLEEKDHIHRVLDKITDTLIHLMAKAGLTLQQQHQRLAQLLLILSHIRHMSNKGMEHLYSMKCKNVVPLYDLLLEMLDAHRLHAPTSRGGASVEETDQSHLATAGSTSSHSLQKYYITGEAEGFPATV
ERa SRC1 inh: ER-alpha (human) coactivator binding inhibition. P03372. TR-FRET ER-alpha LBD / SRC-1 peptide, estradiol-bound. inhibition, % at 25.6 µM. 86,000 compounds, 1.7% hits. AID 629; in the data active means inhibition above about 50%;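 further: 0% = receptor plus peptide control and 100% = peptide only without receptor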
Starred values were filed as active, the others as inactive; / = not tested or not shown; [ ] = dose if it differs, or a comment.

1	C1CCN(c2nc3nonc3nc2N2CCCC2)C1
2	CCOC(=O)C1CCCN(C(=O)c2cn(CC)c3ccc(S(=O)(=O)N(C)C)cc3c2=O)C1 (stereo unspecified)
3	Cc1ccccc1-c1nc2sc3c(c2c(=O)n1N)CCCC3
4	CC(NCc1ccccc1)C1COc2ccccc2O1 (stereo unspecified)
5	C1=Nc2c(NCc3ccccc3)ncnc2Oc2ccccc21
6	O=C(Nc1cccc(Cl)c1Cl)c1ccc(-c2ccccc2)cc1
7	COc1ccc(Cn2nnnc2C(c2ccc(C)cc2)N2CCN(C3CCCC3)CC2)cc1 (stereo unspecified)
8	Cc1ccc(N2CC(C(=O)NCCCn3ccnc3)CC2=O)cc1 (stereo unspecified)
9	COc1cccc(CNC(=O)C2CCN(S(=O)(=O)N3CCCC3)CC2)c1
10	CCC(=O)OCCn1c(=O)c2cc3c(=O)n(CCOC(=O)CC)c(=O)c3cc2c1=O

compound no.	1	2	3	4	5	6	7	8	9	10
Mac1 fbg inh	/	-4	-6	-52	/	-17	2	-17	-21	/
ERb coact inh	/	-1	-7	-4	0	/	2[fluorescence artefact?]	5[fluorescence artefact?]	-6	-9
FAK blocker	0	4	-1	-4	2	-1	-10	4	/	-9
E coli WT exp	2	6	-8	1	4	-12	2	2	-3	7
Mac1 fbg enh	/	-8	-4	-1	/	-2	-2	0	5	/
PLAP act	1.1	1.4	0.8	0.7	0.8	0.8	1.7	1.6	0.9	1.3
MT1-MMP txn act	1.2	1	1.6	1.1	1.1	/	1.1	1.2	1.2	1.1
ERa coact pot	/	109	109	118	93[fluorescence artefact?]	/	109	103	134[fluorescence artefact?]	115
ERa SRC1 inh	/	-2	-2	2	-6	/	0[fluorescence artefact?]	2[fluorescence artefact?]	2	4[fluorescence artefact?]

11	COc1cc(SC)ccc1C(=O)Nc1ccc2c(c1)CCN2S(C)(=O)=O
12	CC1=C(C(=O)NC2CCCCC2C)C2(CCC(C)CC2)OC1=O (stereo unspecified)
13	Cc1ccc(-c2nc3ncccc3o2)cc1NC(=O)c1cc2ccccc2o1
14	c1ccc(-n2cnnc2SCc2cn3cccnc3n2)cc1
15	CCc1ccc(N2C(=O)Cc3c2nc(N)c(C#N)c3N)cc1
16	CCOC(=O)c1cnc(-n2nc(C)cc2C)nc1NCc1ccccc1
17	Cc1cccc(C)c1N(CC(=O)NN=C1CCCCCC1)S(C)(=O)=O
18	Cn1c2ccccc2c2c(C(=O)N3CCN(C(=O)c4ccco4)CC3)cn(C3CCCCC3)c(=O)c21
19	O=C1c2cccnc2C(=O)N1c1ccccc1-c1ccccc1
20	Cc1ccc(Oc2ccc(-c3nc(N)nc(N)n3)cc2)cc1C

compound no.	11	12	13	14	15	16	17	18	19	20
Mac1 fbg inh	11	2	-6	9	3	-43	-11	-15	-2	4
ERb coact inh	-8	-8	2[fluorescence artefact?]	5	/	3[fluorescence artefact?]	/	-9	/	35
FAK blocker	5	/	-9	1	0	0	2	-3	2	1
E coli WT exp	-5	0	-8	-2	-7	3	7	-4	-2	-5
Mac1 fbg enh	0	6	1	-7	-3	3	1	0	-6	-2
PLAP act	0.9	1	0.9	0.9	1.5	1.2	1.5	1.5	1.3	0.8
MT1-MMP txn act	1.1	1.1	1.2	1.1	/	1	/	1	1.1	1.1
ERa coact pot	108	118	126	103	/	102	/	103	/	95
ERa SRC1 inh	7	-2	29[fluorescence artefact?]	-12	/	15	/	1	/	10

21	Cc1nc2cc(NC(=O)N3CCC(c4ccccc4)C3)ccc2n1C (stereo unspecified)
22	CC(C)CCC(C(=O)O)C(C)CC(=O)NC1CCCCC1 (stereo unspecified)
23	CC(C)n1c(C(O)c2ccccc2)nc2ccccc21 (stereo unspecified)
24	CC(C)OCCCNc1ncnc2c1[nH]c1ccccc12
25	O=C(CN(c1ccc(F)cc1)S(=O)(=O)c1ccc2c(c1)OCCO2)NCc1cccnc1
26	Cc1nnc2sc(-c3cccc4ccccc34)nn12
27	C=C(C)COc1ccc2c(C)c(C)c(=O)oc2c1OCC(=C)C
28	O=C(NCc1cccc(C(F)(F)F)c1)C1CC(c2ccccc2[N+](=O)[O-])=NO1 (stereo unspecified)
29	COc1ccc(CCN2CC(O)=C(c3nc(C)cs3)C2=N)cc1OC
30	COC(=O)c1[nH]c2cc(OC)ccc2c1NC(=O)CCN1CCCCC1

compound no.	21	22	23	24	25	26	27	28	29	30
Mac1 fbg inh	9	-7	-9	84*	-3	5	-7	8	/	-33
ERb coact inh	-4	-3	-6	-3[fluorescence artefact?]	-15	2	17[fluorescence artefact?]	/	1	-2
FAK blocker	-2	0	5	7	-1	-2	5	3	5	2
E coli WT exp	0	-4	-1	16	2	3	-4	8	6	2
Mac1 fbg enh	-8	1	-6	-9	7	-4	-8	-6	/	9
PLAP act	1	1.1	0.8	0.9	1.7	0.9	0.8	1.1	1.3	1.6
MT1-MMP txn act	1.3	1	1.1	1.5	1.2	1.1	0.9	/	1.2	1
ERa coact pot	94	137	118[fluorescence artefact?]	111	100	109	103[fluorescence artefact?]	/	80	104
ERa SRC1 inh	-6	-4	-4[fluorescence artefact?]	1	-6	5	4[fluorescence artefact?]	/	1	-5

Laid out differently: results already given
no.	mol	Mac1 fbg inh	ERb coact inh	FAK blocker	E coli WT exp	Mac1 fbg enh	PLAP act	MT1-MMP txn act	ERa coact pot	ERa SRC1 inh
5	C1=Nc2c(NCc3ccccc3)ncnc2Oc2ccccc21	/	0	2	4	/	0.8	1.1	93[fluorescence artefact?]	-6
6	O=C(Nc1cccc(Cl)c1Cl)c1ccc(-c2ccccc2)cc1	-17	/	-1	-12	-2	0.8	/	/	/
7	COc1ccc(Cn2nnnc2C(c2ccc(C)cc2)N2CCN(C3CCCC3)CC2)cc1 (stereo unspecified)	2	2[fluorescence artefact?]	-10	2	-2	1.7	1.1	109	0[fluorescence artefact?]
8	Cc1ccc(N2CC(C(=O)NCCCn3ccnc3)CC2=O)cc1 (stereo unspecified)	-17	5[fluorescence artefact?]	4	2	0	1.6	1.2	103	2[fluorescence artefact?]
9	COc1cccc(CNC(=O)C2CCN(S(=O)(=O)N3CCCC3)CC2)c1	-21	-6	/	-3	5	0.9	1.2	134[fluorescence artefact?]	2
10	CCC(=O)OCCn1c(=O)c2cc3c(=O)n(CCOC(=O)CC)c(=O)c3cc2c1=O	/	-9	-9	7	/	1.3	1.1	115	4[fluorescence artefact?]
11	COc1cc(SC)ccc1C(=O)Nc1ccc2c(c1)CCN2S(C)(=O)=O	11	-8	5	-5	0	0.9	1.1	108	7

The list goes on.
31	CCOC(=O)CC(NS(=O)(=O)c1ccc(NC(C)=O)cc1)c1ccc(OCC)cc1 (stereo unspecified)
32	Cc1nc2cc(-c3ccccc3)nn2c(C)c1CCC(=O)N1CCN(c2ccccn2)CC1
33	Cc1cc(O)c(C(C[N+](=O)[O-])c2ccc(Cl)cc2)c(=O)o1 (stereo unspecified)
34	CCC(C(=O)N1CCN(c2ccccn2)CC1)n1nc(C)n2c(cc3occc32)c1=O (stereo unspecified)
35	COc1cc2nc(SCC(=O)NC3CC3)n(CCC3=CCCCC3)c(=O)c2cc1OC
36	CCC1CCCCN1C(=O)c1cc(-c2ccc(Cl)c(Cl)c2)on1 (stereo unspecified)
37	O=C(Nc1ccc(Cc2ccncc2)cc1)c1ccc(Br)o1
38	c1ccc2c(c1)nc(NCC1CCCO1)c1nnnn12 (stereo unspecified)
39	Cn1c(=O)c2c(-c3ccncc3)c3c(nc2n(C)c1=O)-c1ccccc1C3=O
40	CCOC(=O)C1CCCN(c2c(NCC3CCCN3CC)c(=O)c2=O)C1 (stereo unspecified)

compound no.	31	32	33	34	35	36	37	38	39	40
Mac1 fbg inh	/	2	-4	-9	/	/	-2	/	/	0
ERb coact inh	0	/	/	/	32[fluorescence artefact?]	-2	-13	12	14	-9
FAK blocker	-2	-3	-1	/	1	/	4	/	-7	4
E coli WT exp	-8	0	2	-4	/	-9	6	6	/	2
Mac1 fbg enh	/	1	-3	-4	/	/	1	/	/	-7
PLAP act	/	1.6	1.6	1.4	/	/	0.9	/	/	0.8
MT1-MMP txn act	1.1	/	/	1	1.1	1.6	/	1.5	1.1	1.1
ERa coact pot	116	/	/	/	166[fluorescence artefact?]	110	106	100	111	104
ERa SRC1 inh	3	/	/	/	46[fluorescence artefact?]	1	-7	-3[fluorescence artefact?]	2	-13

41	CC(C)C(=O)OCC(=O)Nc1ccc2c(c1)CCC2
42	CC1(C)Cc2c(C#N)c(NCCCO)nc(-c3ccccc3)c2CO1
43	Cn1c(=O)c2c(nc(NCC(O)CO)n2CCc2ccccc2)n(C)c1=O (stereo unspecified)
44	CCCCC(=O)Nc1ccc(C(=O)Nc2ccc(S(=O)(=O)N3CCCC3)cc2)cc1
45	O=C(c1cccc(Cl)c1)N1CCN(c2ccccn2)CC1
46	CCn1c(CC(=O)Nc2ccc(C)cc2)nnc1SCC(=O)NCc1ccccc1
47	C=C(C)COc1ccc2oc(C)c(C(=O)OCCOC)c2c1
48	O=C(Nc1nc2ccc(Cl)cc2s1)C1CCCO1 (stereo unspecified)
49	O=C(O)c1cccc(N2CCCC2)c1
50	Cc1ccc(-c2cc(C(=O)Nc3nn[nH]n3)c3ccccc3n2)c(C)c1
51	CC1(C)CC(=O)C(C(C2=C(O)CC(C)(C)CC2=O)c2cccnc2)C(=O)C1 (stereo unspecified)
52	CCCCCSc1nc2c(c(=O)[nH]c(=O)n2C)n1CCc1ccccc1

compound no.	41	42	43	44	45	46	47	48	49	50	51	52
Mac1 fbg inh	3	-5	-23	9	-27	-3	12	-4	1	-8	-21	-26
ERb coact inh	/	11[fluorescence artefact?]	4[fluorescence artefact?]	14[fluorescence artefact?]	-11	-9[fluorescence artefact?]	-3	-7	-2	/	4	-2
FAK blocker	-3	2	0	-3	-2	-3	0	3	-1	-5	/	/
E coli WT exp	0	2	8	-10	2	-2	7	11	-2	0	-14	/
Mac1 fbg enh	-4	0	0	4	9	3	1	0	-2	1	0	-3
PLAP act	1.2	1.1	0.9	1	1.1	1	1.4	1.1	1.1	0.9	1.1	1.5
MT1-MMP txn act	/	1	1	1	0.9	0.9	1.1	1.4	1.4	/	1.1	1.2
ERa coact pot	/	83	128	157	109	123[fluorescence artefact?]	122	89	103	/	86[fluorescence artefact?]	107
ERa SRC1 inh	/	-5	2[fluorescence artefact?]	2[fluorescence artefact?]	-9	-13	2	-14	1	/	5[fluorescence artefact?]	1[fluorescence artefact?]
